Vif imaging = inhibitors of HIV Vif | inhibition, % at 7.49 µM | HEK293T cells, Vif self-association by quenched fluorescence, imaging, 24 h | 340,000 tested, 0.35% active; in the data active means inhibition above about 50%, passing the limit was not always enough; further: some results filed as inactive read as strong as hits
KKLEB cytotox = counter-screen for CF NF-kB inhibitors: cytotoxicity. activity change (cytotoxicity), % at 5 µM. KKLEB CF airway cells viability, ATPlite luminescence, overnight; active compounds read low; cells stimulated with P. aeruginosa culture filtrate. AID 602141. 360,000 tested, 0.36% active;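 active means corrected activity change at or below -50% at 5 µM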
CF NFkB inh = inhibitors of cystic fibrosis induced NF-kB. inhibition, % at 5 µM. KKLEB NF-kB-GFP reporter, PAF-induced, GFP fluorescence overnight. 360,000 tested, 0.86% active;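 active means at least 50% inhibition at 5 µM, scaled per plate between neutral and stimulator controls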;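 further: PAF is a Pseudomonas aeruginosa culture filtrate used as stimulus; plate controls were PAF-stimulated DMSO wells for no effect and unstimulated DMSO wells for full effect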
CaV13 ICDI inh = Primary screen for inhibitors of IQ motif and Ca2+-dependent inactivation inhibitor domain binding in CACNA1D, Förster resonance energy transfer in living cells, … | inhibition, % at 12.3 µM | 340,000 tested, 0.098% active | HEK cells, CFP/YFP FRET ICDI-IQ, plate reader, 10 min; percent FRET-ratio fall versus neutral wells;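 active means mean replicate inhibition of at least 30% and at least 1% of replicates passing that level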;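 further: 0% = median of the neutral control wells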
TRPM1 prom inh = reduces MITF-dependent TRPM1 promoter luciferase signal. SK-MEL-5 TRPM1 promoter luciferase, 24 h. inhibition, % at 12.5 µM. 330,000 tested, 0.83% active. AID 488899;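 active means mean inhibition across replicates of 60% or more, whatever share of single replicates reaches that level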; further: values of inactives mirror those of a sister screen read the other way
Peg3 promoter = reduces Peg3 promoter-driven luciferase expression in HeLa; inhibition, % at 20 µM; 360,000 tested, 1.7% active; AID 588405; HeLa PEG-Prom luciferase reporter, luminescence, overnight;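 active means inhibition of at least 50% at 20 µM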
NR2E3 ag-1 = agonists of human nuclear receptor NR2E3; Q9Y5X4; GST-NR2E3/biotin-RetCOR TR-FRET, 1536-well; inhibition of corepressor binding, % at 4.78 µM; 320,000 tested, 0.12% active; AID 2300;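 active means percent inhibition above the cutoff of mean plus 3 SD of all tested compounds, set per screening campaign, cut at about 20% in these data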;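 further: 0% = DMSO wells and 100% = biotin wells as full block of FRET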
Target sequence (Q9Y5X4 whole entry, looked up): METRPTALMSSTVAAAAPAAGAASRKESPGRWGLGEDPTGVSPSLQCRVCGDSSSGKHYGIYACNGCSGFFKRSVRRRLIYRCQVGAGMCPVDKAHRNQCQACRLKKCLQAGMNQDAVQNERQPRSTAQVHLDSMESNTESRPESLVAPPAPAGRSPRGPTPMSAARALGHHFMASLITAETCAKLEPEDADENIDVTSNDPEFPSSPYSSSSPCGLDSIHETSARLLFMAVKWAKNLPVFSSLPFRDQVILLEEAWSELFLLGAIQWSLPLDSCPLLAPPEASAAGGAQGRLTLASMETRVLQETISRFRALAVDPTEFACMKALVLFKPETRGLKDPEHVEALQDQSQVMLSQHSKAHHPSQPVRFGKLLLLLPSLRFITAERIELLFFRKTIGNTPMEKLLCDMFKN
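Material: NR2E3–RetCOR corepressor complex / Incubation: Compound–protein incubation for 5 h at 4 °C / Dosing: compound at 4.8 µM, single dose / Detection: time-resolved FRET / Benchmarks: high control biotin, low control 0.6% DMSO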
HIF-2a block = HIF-2a inhibition; 786-0 RCC cells HIF-2a reporter, luciferase luminescence, overnight; inhibition, % at 18.8 µM; 360,000 tested, 0.72% active; AID 624352;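 active means inhibition of the luminescence signal of 40% or more relative to plate controls, in a single-dose primary screen at 18.75 µM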
Shn3 3UTR inh = Schnurri-3 reporter inhibition in Clone20 osteoblasts. inhibition, % at 12.5 µM. 360,000 tested, 0.52% active. AID 588674. Clone20 osteoblast Shn3 3'UTR firefly luciferase, 24 h;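 active means mean inhibition of at least 75% with every replicate also reaching 75%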;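 further: 0% = median of neutral control wells and 100% = pilot-screen positive control compound; some compounds past the cut are filed as inactive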
NR2E3 ag-2 = human photoreceptor-specific nuclear receptor agonism; inhibition of corepressor binding, % at 3.98 µM; AID 602229; 360,000 tested, 0.35% active; Q9Y5X4; CHO-S Gal4-NCOR/VP16-NR2E3 two-hybrid, luciferase;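 active means inhibition above the mean of all tested compounds plus 3 SD, cut at about 70% in these data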;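 further: 0% = DMSO with NR2E3 transfected cells and 100% = cells lacking NR2E3 construct; higher means lower luciferase signal from less NR2E3 corepressor binding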
PDI inh = inhibitors of human protein disulfide isomerase. P07237. PDI insulin aggregation turbidity, A650, 90 min. inhibition, % at 10 µM. 350,000 tested, 0.052% active. AID 588391;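 active means mean inhibition across replicates of 30% or more, whatever share of single replicates reach that level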;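 further: absorbance from insulin aggregation driven by PDI reduction with DTT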
Target sequence (P07237 whole entry, looked up): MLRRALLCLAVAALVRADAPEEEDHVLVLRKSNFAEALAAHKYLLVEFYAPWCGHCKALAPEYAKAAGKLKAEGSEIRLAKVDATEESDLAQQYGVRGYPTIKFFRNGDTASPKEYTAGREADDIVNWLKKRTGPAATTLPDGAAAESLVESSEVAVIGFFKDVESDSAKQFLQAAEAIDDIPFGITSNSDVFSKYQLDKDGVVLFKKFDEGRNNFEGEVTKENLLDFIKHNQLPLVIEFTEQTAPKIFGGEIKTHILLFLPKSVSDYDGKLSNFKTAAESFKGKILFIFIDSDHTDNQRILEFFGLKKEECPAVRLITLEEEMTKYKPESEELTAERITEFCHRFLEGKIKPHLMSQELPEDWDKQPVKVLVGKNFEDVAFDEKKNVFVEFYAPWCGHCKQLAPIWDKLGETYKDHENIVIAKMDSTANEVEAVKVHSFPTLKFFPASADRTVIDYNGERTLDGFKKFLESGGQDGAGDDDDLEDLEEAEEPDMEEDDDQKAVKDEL
* hit, by the source's call; . = no result given.

SMILES | Vif imaging | KKLEB cytotox | CF NFkB inh | CaV13 ICDI inh | TRPM1 prom inh | Peg3 promoter | NR2E3 ag-1 | HIF-2a block | Shn3 3UTR inh | NR2E3 ag-2 | PDI inh
CCOc1cccc(NC(=O)C2CCCN(S(=O)(=O)c3ccc(OC)cc3)C2)c1 (configuration not stated) | -1 | 4 | 5 | -9 | 10 | 7 | 3 | 20 | -4 | 4 | -1
O=C(CCC(=O)NNC(=O)COc1ccc(Br)cc1)NCc1ccccc1 | 3 | 8 | 6 | 8 | -2 | 6 | -1 | 1 | -4 | -4 | 4
O=C(Nc1ccc2c(c1)CCC2)c1cc(S(=O)(=O)N2CCN(c3ccccc3)CC2)ccc1Cl | 23 | 2 | -8 | -4 | 5 | -3 | 0 | -59 | 0 | 6 | -1
Nc1nonc1-c1nc2ccccc2n1CCC(=O)O | -7 | 10 | 2 | . | 0 | 9 | 1 | 11 | -18 | -6 | 0
CCOc1ccc(-c2nc(CS(=O)(=O)CC(=O)NCc3ccc(F)cc3)c(C)o2)cc1 | -3 | 12 | -16 | -6 | 20 | -20 | 1 | -28 | -14 | -18 | .
O=C(Cn1c(=O)oc2ccccc21)NC(=O)NCc1ccccc1 | -30 | -24 | -6 | -5 | -3 | 10 | -1 | 1 | -11 | -8 | -8
COc1ccc(O)c(C(=O)c2cnn(C(=O)c3cccc(N(C)C)c3)c2)c1 | -7 | 15 | -5 | -6 | -3 | -68 | . | -53 | -26 | -100 | 12
O=C(Nc1cccnc1)Nc1ccc2c(c1)OCO2 | 20 | 5 | 5 | -5 | -44 | -130 | -2 | -130 | -30 | -51 | -3
COc1cc(C)ccc1OCCOCCOc1ccc(C)cc1[N+](=O)[O-] | 7 | -9 | 13 | -5 | -10 | 11 | 0 | -6 | -2 | -17 | -2
CCC(=O)N1c2ccc(S(=O)(=O)CCC(=O)N3CCn4c3nc3ccccc34)cc2CC1C (configuration not stated) | . | -5 | 4 | -3 | 21 | 21 | 1 | 17 | 12 | -36 | -11
CC1CN(S(=O)(=O)c2cccc(-c3csc(-c4ccccc4)n3)c2)CC(C)O1 (configuration not stated) | -3 | 4 | -1 | . | 8 | 7 | -1 | -23 | 10 | 11 | 1
Cc1cccc(NC(=S)N2CCN(Cc3ccc4c(c3)OCO4)CC2)c1C | 4 | -3 | 14 | . | 5 | 1 | 1 | 13 | 8 | -13 | -1
CC(C)(C)c1ccc(C(=O)N/C(=C\c2cccc([N+](=O)[O-])c2)C(=O)Nc2cccc(C(=O)O)c2)cc1 | -1 | 1 | 0 | -20 | 7 | 3 | 2 | 7 | 10 | 8 | -1
CCOC(=O)N1CCN(CC(O)c2ccc3c(c2)CCN3)CC1 (configuration not stated) | . | 6 | 0 | -7 | 11 | 7 | -3 | 10 | 65 | -6 | -3
Cn1ncc(-c2ccno2)c1C(=O)O | -1 | -4 | 1 | -5 | 8 | 3 | 1 | 5 | -2 | 15 | 4
O=C(CN1C(=O)S/C(=C\C=C\c2ccccc2)C1=O)Nc1ccc(O)cc1 | -1 | 24 | -28 | -11 | -8 | -223 | 2 | -176 | -26 | 6 | 21
Cc1ccc2nc(Cl)c(/C=N/NC(=O)c3ccccc3O)cc2c1 | -2 | 1 | 0 | -1 | -1 | -1 | -3 | -25 | 4 | 0 | -2
CS(=O)(=O)N(CC(=O)N1CCN(C(c2ccccc2)c2ccccc2)CC1)C1CCCCC1 | -14 | 10 | -3 | -4 | -1 | 13 | 1 | 16 | 0 | -18 | 13
COC(=O)c1c(-c2cccc(C)c2)csc1NC(=O)C1CCCO1 (configuration not stated) | 1 | -2 | 3 | -2 | -28 | -59 | -3 | -83 | -7 | -9 | -4
Cc1nn(Cc2ccccc2Cl)c(C)c1C(=O)Nc1nnc(C2CC2)s1 | -31 | 3 | -14 | -5 | -2 | -19 | -4 | -43 | 37 | -15 | 4

A draw from above in order of formula weight, largest number first.
SMILES | Vif imaging | KKLEB cytotox | CF NFkB inh | CaV13 ICDI inh | TRPM1 prom inh | Peg3 promoter | NR2E3 ag-1 | HIF-2a block | Shn3 3UTR inh | NR2E3 ag-2 | PDI inh
CC1CN(S(=O)(=O)c2cccc(-c3csc(-c4ccccc4)n3)c2)CC(C)O1 (configuration not stated) | -3 | 4 | -1 | . | 8 | 7 | -1 | -23 | 10 | 11 | 1
Cc1nn(Cc2ccccc2Cl)c(C)c1C(=O)Nc1nnc(C2CC2)s1 | -31 | 3 | -14 | -5 | -2 | -19 | -4 | -43 | 37 | -15 | 4
O=C(CN1C(=O)S/C(=C\C=C\c2ccccc2)C1=O)Nc1ccc(O)cc1 | -1 | 24 | -28 | -11 | -8 | -223 | 2 | -176 | -26 | 6 | 21
Cc1ccc2nc(Cl)c(/C=N/NC(=O)c3ccccc3O)cc2c1 | -2 | 1 | 0 | -1 | -1 | -1 | -3 | -25 | 4 | 0 | -2
CCOC(=O)N1CCN(CC(O)c2ccc3c(c2)CCN3)CC1 (configuration not stated) | . | 6 | 0 | -7 | 11 | 7 | -3 | 10 | 65 | -6 | -3
Cn1ncc(-c2ccno2)c1C(=O)O | -1 | -4 | 1 | -5 | 8 | 3 | 1 | 5 | -2 | 15 | 4

Continued.
SMILES | Vif imaging | KKLEB cytotox | CF NFkB inh | CaV13 ICDI inh | TRPM1 prom inh | Peg3 promoter | NR2E3 ag-1 | HIF-2a block | Shn3 3UTR inh | NR2E3 ag-2 | PDI inh
COc1ccc([N+](=O)[O-])cc1NC(=O)C(C)OC(=O)CC1CCCC1 (configuration not stated) | -2 | -4 | 14 | -6 | -6 | 12 | 4 | 9 | 5 | -14 | 1
O=C(Nc1ccccc1Cl)c1cc(C2CCCN(C(=O)c3ccccc3)C2)on1 (configuration not stated) | 4 | -13 | 18 | -6 | . | -16 | . | -30 | -15 | -41 | 4
CC1CCCC(C)N1/N=C/c1ccc([N+](=O)[O-])cc1 (configuration not stated) | 3 | -3 | 7 | -3 | -11 | -63 | -3 | -104 | -17 | -19 | 1
CC(=O)Oc1ccc(OC(C)=O)c(S(=O)(=O)c2ccc(C)c(C)c2)c1 | -11 | -8 | 21 | -21 | . | 6 | -1 | 10 | 7 | -13 | 22
C[C@]12CC[C@@H]3c4ccc(OC(=O)c5ccccc5)cc4CC[C@H]3[C@@H]1CC[C@@H]2O | -6 | 12 | 16 | -5 | -9 | -9 | 4 | -18 | -6 | -2 | 9
COc1ccc(CC(=O)N[C@@H](CCSC)c2nc3ccccc3[nH]2)cc1 | -6 | 3 | -1 | -4 | 10 | 10 | 3 | 2 | 12 | 3 | -16
O=C(CN1C(=O)NC2(CCCCC2)C1=O)NCCc1ccccc1 | -3 | 9 | 23 | -1 | -7 | -13 | . | -2 | -14 | 14 | 0
CCC(Oc1ccccc1)C(=O)Nc1ncc([N+](=O)[O-])s1 (configuration not stated) | -7 | -3 | 50* | -4 | 12 | -1 | -1 | -77 | -54 | -4 | -9
CC1(C)CC(c2nc(-c3ccc([N+](=O)[O-])cc3)cs2)CCO1 (configuration not stated) | 7 | -7 | -6 | -20 | -5 | -54 | 6 | -48 | 9 | -5 | -1
C=CCN1N=C(c2ccc(NC(=O)c3ccccc3)cc2)CSC1=O | 3 | -38 | 38 | -5 | -23 | 15 | 0 | -63 | 3 | 9 | -11
COc1c(C)cc(S(=O)(=O)NCc2ccco2)c(C)c1C | -11 | 14 | -9 | -3 | -15 | 4 | 1 | 6 | -1 | -14 | 2
CC1CC(C)CN(C(=O)COC(=O)c2nccnc2N)C1 (configuration not stated) | 13 | 3 | -4 | -6 | 8 | 12 | 0 | 0 | 10 | -15 | -7
CC1=CC2C(C3C=CC2(C)C(=O)C3(C)O)C(C)(O)C1=O (configuration not stated) | 3 | -15 | 27 | -6 | 0 | 11 | . | 14 | 5 | -7 | -4
O=C(CCl)NC(Cc1c[nH]c2ccc(OCc3ccccc3)cc12)C(=O)O (configuration not stated) | -13 | 2 | -6 | -19 | -7 | 27 | 2 | 17 | -143 | -14 | 6
CS(=O)(=O)N(CC(=O)Nc1c(F)cccc1F)c1ccc(C23CC4CC(CC(C4)C2)C3)cc1 | -7 | -2 | -24 | . | 6 | 25 | 1 | 17 | 71 | -5 | -3
O=C(C1=C[C@@H](c2ccccc2)C[C@@H](OCCCCO)O1)N1CCN(Cc2ccc3c(c2)OCO3)CC1 | -4 | 7 | -35 | -10 | -3 | 2 | 2 | 18 | 3 | -2 | 4
CC(=NNC(=S)N1CCCCCC1)c1ccccn1 | -19 | 2 | 2 | -6 | 59 | -63 | . | -154 | 95* | 27 | -4
Cc1cc(C)cc(NC(=O)CSCc2cc(=O)n3ccsc3n2)c1 | 8 | 3 | -22 | -7 | 5 | 24 | -2 | -2 | 13 | -12 | -3
CCOC(=O)N1CCN(C(=O)C(=O)Nc2sc3c(c2C#N)CC(C)(C)OC3)CC1 | -3 | -1 | 19 | -14 | -10 | -3 | 0 | 1 | -19 | -6 | 7
COc1cc(/C=C/C(=O)NC(C)C2CC3CCC2C3)cc(OC)c1OC (configuration not stated) | -2 | 4 | -20 | -4 | 7 | 17 | 1 | 5 | 8 | -11 | -11
CCOC(=O)c1ccccc1Nc1cn(C(C)=O)c2ccccc12 | . | -18 | 12 | . | 16 | 12 | -5 | 13 | 2 | -28 | -1
COC(c1ccccc1)c1nc2ccccc2[nH]c1=O (configuration not stated) | 0 | -2 | 12 | -20 | -10 | 4 | -3 | 6 | 13 | -4 | -5
O=C1NC(c2ccc(Br)cc2)Nc2ccccc21 (configuration not stated) | -3 | 5 | -11 | -5 | 2 | -28 | 1 | -105 | -21 | -60 | -6
COc1ccc(/C=C/c2ccncc2)c2ccccc12 | 9 | -12 | 3 | . | 11 | 16 | 0 | -20 | 6 | -22 | 1
Cc1ccc(OCCCC(=O)Nc2ccc3c(c2)OCO3)cc1 | -1 | 3 | 7 | -9 | -1 | 9 | 4 | 9 | 3 | -3 | -2
CC(=O)Nc1nc(-c2ccc([N+](=O)[O-])cc2)cs1 | 0 | 22 | -32 | 1 | -18 | -38 | 2 | -62 | -26 | -21 | 2
CN(C(=O)COC(=O)c1cc2ccccc2cc1O)C1CCCCC1 | 38 | -7 | 13 | -3 | 6 | -53 | 1 | -41 | 1 | -39 | 14
CCC(C)(C)NC(=O)CN(C(=O)c1csnn1)c1ccccc1-c1ccccc1 | -2 | 2 | -6 | 3 | -2 | 5 | -3 | 8 | 10 | -14 | -5
Cc1ccc(OCc2cc(C(=O)N(CCO)Cc3cccs3)no2)cc1C | 6 | -4 | 0 | -7 | -82 | -268 | 3 | -290 | -42 | -48 | 7
COCCCNC(=S)N1CCN(c2nc(-c3ccc(F)cc3)cs2)CC1 | -5 | 3 | -5 | 16 | 4 | -50 | -1 | -42 | 5 | 33 | 8
COc1ccc(C)cc1S(=O)(=O)NC1CC1 | 2 | -3 | 3 | -20 | -12 | 9 | 5 | 15 | 21 | -14 | 11
